# NALP3 yeast inh: inhibitors of NALP3 inflammasome in yeast. 0.39% of 330,000 active. Yeast reconstituted NLRP3/ASC/caspase-1, beta-gal luminescence, 24 h. inhibition, % at 10 µM;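 active = inhibition of 50% or more; inactive = inhibition below 50%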;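 also: plate controls were induced DMSO wells for no effect and uninduced yeast grown without galactose for full effect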
# APJ agonist: activates the human apelin receptor APJ | activation, % at 20 µM | 0.11% of 330,000 active | P35414 | AID 2520 | CHO-K1 APJ PathHunter beta-arrestin, luminescence; 0% DMSO wells, 100% apelin;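 active = activation more than six SD over the plate average, tested at 20 µM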;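 also: 0% = DMSO alone and 100% = apelin-13 at 10 nM; some results filed as inactive read as strong as hits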
# Target sequence (P35414 whole entry, looked up): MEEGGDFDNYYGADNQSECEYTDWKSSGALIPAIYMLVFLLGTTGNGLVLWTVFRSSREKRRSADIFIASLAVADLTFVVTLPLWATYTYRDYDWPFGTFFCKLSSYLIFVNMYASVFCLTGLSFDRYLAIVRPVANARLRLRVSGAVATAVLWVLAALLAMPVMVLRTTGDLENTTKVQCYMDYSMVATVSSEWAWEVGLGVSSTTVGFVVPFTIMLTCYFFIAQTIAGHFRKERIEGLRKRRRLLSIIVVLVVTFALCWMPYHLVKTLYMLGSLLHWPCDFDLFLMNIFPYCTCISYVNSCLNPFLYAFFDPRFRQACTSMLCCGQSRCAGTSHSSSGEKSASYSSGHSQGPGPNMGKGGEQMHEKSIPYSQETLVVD
#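 system = engineered CHO-K1 APJ arrestin reporter cells | input = 1000 cells per well | timing = overnight seeding, 90 min compound at 25 °C, 1 h detection | measured by = enzyme-fragment complementation luminescence | read-out = beta-arrestin recruitment to APJ as agonist activity, luminescent signal | control set = negative DMSO alone, positive Apelin-13 at 10 nM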
# NR3A LBD binder: NR3A (human) ligand-binding domain modulation; Tm shift relative to glycine control, % at 25 µM; 2.5% of 340,000 active; AID 1259313; NR3A LBD differential scanning fluorimetry, Tm shift; 0% = protein alone, 100% = glycine-bound protein;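 active = melting temperature shift of at least 10% of the positive control shift, at one fixed dose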
# tim23-1 inh: inhibits growth of tim23-1 mutant yeast. 1.3% of 330,000 active. inhibition, % at 20 µM. S. cerevisiae tim23-1 growth, BacTiter-Glo luminescence, 24 h;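 active = growth inhibition of the mutant yeast at or above 50%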;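 also: temperature-sensitive mutant grown at 25 °C; plate controls were DMSO-treated mutant yeast for no effect and medium wells lacking yeast for full effect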
# beta cell repl: MIN6 beta-cell proliferation induction; 0.29% of 330,000 active; proliferation, % at 10 µM; MIN6 cells proliferation, ATPlite luminescence, 48 h; cells starved in 0.2% serum; 100% = growth in 10% serum;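 active = compounds whose signal lies at least 3.5 SD above the mean of all wells on their plate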;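 also: 0% = DMSO-treated cells in low-serum medium and 100% = 10% serum control; some compounds called inactive have numbers as strong as hits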
# MPTP block: inhibitors of mitochondrial permeability transition pore. inhibition, % at 10 µM. 1.4% of 360,000 active. isolated mouse mitochondria, Ca2+ swelling absorbance, 30 min;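 active = inhibition of 50% or more, scaled per plate between neutral and stimulator controls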;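 also: 0% = DMSO wells given calcium and 100% = 1 mM EGTA wells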
# tim10-1 inh: tim10-1 yeast growth inhibition | 2.2% of 330,000 active | inhibition, % at 20 µM | S. cerevisiae tim10-1 ts strain growth, BacTiter-Glo, 24 h;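 active = inhibition of at least 40%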;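 also: mutant grown at 25 °C; 0% = DMSO wells with yeast and 100% = wells holding no yeast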
# TIM10 inh: inhibits growth of TIM10 yeast strain; S. cerevisiae TIM10 strain growth, BacTiter-Glo luminescence, 24 h; inhibition, % at 10 µM; 1.4% of 330,000 active;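 active = inhibition of 40% or more at the single tested concentration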;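 also: wild-type TIM10 isogenic control strain grown at permissive 25 °C; 0% = DMSO yeast wells and 100% = minimal medium wells without yeast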
# APJ antag: APJ receptor antagonism; P35414; CHO-K1 APJ beta-arrestin complementation, luminescence; inhibition, % at 20 µM; 0.32% of 330,000 active; AID 2521;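 active = inhibition above about 40% at 20 µM, limit read from the data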;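 also: cells challenged with 10 nM apelin-13 agonist together with compound; plate controls were apelin-13 plus DMSO wells for no effect and DMSO wells lacking apelin-13 for full effect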
# Numbers without * were called inactive; . = no result given.
SMILES,NALP3 yeast inh,APJ agonist,NR3A LBD binder,tim23-1 inh,beta cell repl,MPTP block,tim10-1 inh,TIM10 inh,APJ antag
CCOCCn1c(SCc2c(F)cccc2Cl)nc2c1c(=O)[nH]c(=O)n2C,4,-4,-1,19,-3,0.1,22,21,14
CCC(C)(C)NS(=O)(=O)c1cc(CN2C(=O)c3cccnc3C2=O)ccc1OC,17,3,1,3,-4,3.5,11,-17,2
O=C(Nc1ccc(S(=O)(=O)Nc2ncccn2)cc1)C1=COCCO1,17,0,-2,-21,0,0.1,-19,2,10
O=C(N/N=C/c1ccco1)C1CC1c1ccccc1 (stereo unspecified),10,-1,-1,11,-1,0.2,-2,-3,8
Cc1ccc(NC(=O)c2ccc(CN3CCc4ccccc4C3)cc2)cc1,4,-3,-4,-3,-4,-0.2,15,33,-3
C=CCn1cc(/C=C/c2cc[n+](C)cc2)c2ccccc21,16,-1,2,-4,-5,1.9,5,-14,1
CNC(=S)Nc1cccc(C(C)=O)c1,10,-1,0,8,-1,1.3,-6,-13,-7
COc1ccc(NC(=O)N2CCCc3ccccc32)cc1OC,16,-8,-24,7,-2,-1.4,13,16,18
CC(=O)OCC1=C(C(=O)O)N2C(=O)C(NC(=O)C(C)Cn3nc(C)c(Cl)c3C)C2SC1 (stereo unspecified),33,-1,-17,-9,-2,-1.1,21,5,22
CCOCCn1c(N(C)Cc2ccccc2)nc2c1c(=O)[nH]c(=O)n2C,21,3,0,7,1,0.0,1,14,4
O=C(CSCc1ccccc1)NC1CCSC1=O (stereo unspecified),3,-2,-1,18,-1,-0.4,7,8,-17
O=C1Nc2cc(C(=O)N3CCc4ccccc4C3)ccc2S/C1=C\c1ccccc1,17,-5,0,12,-5,1.7,-11,-10,-37
O=C(NCCO)c1ccc2[nH]c3c(c2c1)CCCC3,0,-5,2,15,-3,-0.9,13,10,-3
CC(=O)NC(Cc1cccc(F)c1)C(=O)NC1CCN(C(=O)c2ccc(C)cc2)CC1 (stereo unspecified),6,-2,0,7,2,-0.7,2,5,6
Cc1ccc(NC(=O)NCc2ccc3[nH]c(C)cc3c2)cc1,19,-3,3,-3,1,-3.3,-99,-13,8

# Complete entries, quoted from the list. Values in the order: NALP3 yeast inh, APJ agonist, NR3A LBD binder, tim23-1 inh, beta cell repl, MPTP block, tim10-1 inh, TIM10 inh, APJ antag
# CC(=O)NC(Cc1cccc(F)c1)C(=O)NC1CCN(C(=O)c2ccc(C)cc2)CC1 (stereo unspecified) reads 6, -2, 0, 7, 2, -0.7, 2, 5, 6
# O=C(N/N=C/c1ccco1)C1CC1c1ccccc1 (stereo unspecified) reads 10, -1, -1, 11, -1, 0.2, -2, -3, 8
# CNC(=S)Nc1cccc(C(C)=O)c1 reads 10, -1, 0, 8, -1, 1.3, -6, -13, -7

# Other results:
SMILES,NALP3 yeast inh,APJ agonist,NR3A LBD binder,tim23-1 inh,beta cell repl,MPTP block,tim10-1 inh,TIM10 inh,APJ antag
Cc1cc(C)n(CCC(=O)N2CCc3ccccc32)n1,2,2,-2,4,0,0.2,3,10,5
COc1ccccc1NCCC(=O)OCC(=O)NC1CCCCC1,6,2,-1,7,7,-0.6,12,11,-8
O=C(O)COc1ccc(-c2nnn(CC(=O)O)n2)cc1,10,-5,2,10,-1,-3.3,4,-6,14
O=S(=O)(Nc1cccc(S(=O)(=O)N2CCOCC2)c1)c1cccs1,-4,-6,2,-7,-3,-0.4,-18,-3,5
CN(C(=O)CSc1nncc2ccccc12)c1ccccc1,-2,0,-1,33,-1,0.4,16,6,13
COc1ccc(SCCN2CCN(C)CCC2=O)cc1,5,5,0,-11,-5,-0.5,4,-10,12
Cc1cc(NC(=O)c2ccc(NC(=O)C(C)C)cc2)no1,2,-2,4,8,-1,-1.9,11,10,8
CC(C)CN(C(=O)CSc1nnnn1C)C1CCS(=O)(=O)C1 (stereo unspecified),-9,0,1,1,0,-0.5,1,-19,-3
CN(CCOc1ccc(Br)cc1)CC(O)c1ccccc1 (stereo unspecified),5,4,0,14,-6,-0.2,36,11,-6
CC(C)CN(C(=O)COC(=O)c1cnccn1)c1c(N)n(Cc2ccccc2)c(=O)[nH]c1=O,13,5,0,12,-1,0.3,10,-3,3
Cc1c(Cl)cccc1NC(=O)CSc1nc2ncc(Cl)cc2[nH]1,-6,8,6,0,-7,41,-4,2,16
Cc1c(NC(=O)C2CC(c3c(F)cccc3Cl)=NO2)c(=O)n(-c2ccccc2)n1C (stereo unspecified),1,3,-5,-4,-2,-0.2,1,-7,-8
O=C(/C=C/c1ccc(F)cc1)Nc1ccc(S(=O)(=O)Nc2ncccn2)cc1,2,-1,-2,0,-2,2.1,-5,3,3
C/C(=N/NS(=O)(=O)c1ccc(F)cc1)c1ccc(NC(=O)c2ccc(C)o2)cc1,8,-3,-2,21,-2,-1.5,17,-8,-9
NNC(=O)c1ccc(COc2ccc3c(c2)CCC3)o1,20,0,-1,31,-3,0.3,32,-5,-6
CCCn1c(N)c(C(=O)CSc2ncc(C(F)(F)F)cc2Cl)c(=O)[nH]c1=O,1,2,1,8,-3,-1.1,3,13,-16
O=C(Cn1cnc2ccccc2c1=O)NCCC(=O)Nc1ccc2c(c1)OCCO2,-2,1,-3,-8,-3,2.3,-1,-2,-8
O=C(N[C@@H](Cc1ccccc1)C(=O)OCc1ccccc1)c1nc[nH]c1C(=O)N1CCNCC1,15,-3,-2,12,-2,0.1,3,-4,17
O=C1C2C(C(=O)N1/N=C/c1ccc([N+](=O)[O-])o1)C1C=CC2C12CC2 (stereo unspecified),15,3,-4,64*,0,0.6,57*,43*,-70
CCN1CCN(C(C)C(=O)Nc2c(C)n(C)n(-c3ccccc3)c2=O)CC1 (stereo unspecified),6,-4,1,5,2,-1.1,6,-1,-15
O=C1CCCc2c1nc(-c1ccccc1F)n2O,4,0,0,-4,-1,-0.3,-9,9,14
O=C(CCNS(=O)(=O)c1ccccc1)OCC(=O)c1ccc[nH]1,18,-4,0,-6,-1,-1.3,-5,3,-20
Cc1ccc(-n2c(C)c(C)c3c(NCCN(C)C)ncnc32)cc1,1,-3,0,-1,-2,0.3,7,19,18
Cc1ccc(Cl)cc1N1CCN(C(=O)c2ccc(NC3=NC4CS(=O)(=O)CC4S3)cc2)CC1 (stereo unspecified),-3,-4,-6,-1,-1,0.1,3,7,-9
Cc1cc(NC(=O)COc2ccccc2C(N)=O)no1,-3,-4,6,10,-4,-0.2,3,-3,3
CCOc1ccccc1NC(=O)Cn1c(C)cc(COC)c(C#N)c1=O,6,-2,6,-5,-2,-3.4,13,7,-1
COc1ccc(C(=O)NNC(=O)C2CCCN(C3CC(=O)N(c4ccccc4)C3=O)C2)cc1 (stereo unspecified),13,1,1,15,1,2.2,14,9,16
Cc1nn(Cc2ccc(C(=O)N3N=C(C(F)F)CC3(O)C(F)F)cc2)c(C)c1[N+](=O)[O-] (stereo unspecified),-2,-6,-4,13,-2,-0.5,29,12,15
CN(CCCNC(=O)c1ccccc1F)CCCNC(=O)c1ccccc1F,12,-4,-1,-4,-2,-0.2,-16,-1,-2
COc1ccc(OCCNc2cc(N3CCOCC3)ccc2[N+](=O)[O-])cc1,45,0,-3,1,1,-2.3,6,13,-1
Cc1nn(C(=O)c2nn(C)cc2[N+](=O)[O-])c(C)c1Cl,6,-4,0,-9,-1,-0.9,-19,-10,-10
CC(C)C(=O)N1CCN(c2ccc(NC(=O)c3ccco3)cc2Cl)CC1,-4,2,5,25,0,0.7,2,16,-19
Cc1ccc(NC(=O)c2noc3c2CCCCC3)cc1C,28,-1,2,7,-3,0.9,21,5,-4
COc1ccc(C(=O)c2ccccc2)cc1Br,38,-6,2,12,2,4.0,7,-6,-9
Cc1cccc(C)c1OCC(=O)NC(Cc1c[nH]c2ccccc12)C(=O)O (stereo unspecified),5,-1,0,-1,-2,-2.0,-8,-3,-10
CCOC(=O)CN=C/C(C(C)=O)=C(/C)O,15,-2,0,25,-5,-0.8,-2,9,-1
CC(C)(C)c1ccc(C2(C)NC(=O)N(CC(=O)NCc3cccs3)C2=O)cc1 (stereo unspecified),7,-3,-2,2,-4,0.9,10,15,10
Cc1nnc(NC(=O)CCSCCC(=O)Nc2nnc(C)s2)s1,0,-3,5,4,0,-0.3,14,-9,-3
CCNC(=S)N/N=C(\C)c1cc2ccccc2o1,4,-2,-4,22,0,-0.2,19,2,-11
CCCn1c2c(c(O)c(C(=O)NC)c1=O)CCCC2,7,-1,0,13,-6,-3.2,26,-3,-17
C=CCOC(=O)C1=C(C)Nc2nnnn2C1c1cccs1 (stereo unspecified),18,-1,0,19,2,3.2,2,-9,21
O=C(NCc1ccco1)c1ccc2snnc2c1,-5,1,-1,7,-1,-1.1,6,-9,2
c1ccc(COc2ccc(OCCCCN3CCCC3)cc2)cc1,17,-4,1,-10,-4,5.6,-15,-9,12
Cc1ccc(SCC(=O)OCC(=O)N2CCN(C(=O)c3ccco3)CC2)c(C)c1,11,-4,-2,10,0,-0.9,-1,10,10
COc1ccc(C(=O)/C(=C/N(C)C)S(=O)(=O)c2ccccc2)cc1,-5,-2,-1,13,-2,-2.2,17,-4,-5

# TIM10 inh, what is marked active above.
structure	NALP3 yeast inh	NR3A LBD binder	MPTP block	TIM10 inh	APJ antag
O=C1C2C(C(=O)N1/N=C/c1ccc([N+](=O)[O-])o1)C1C=CC2C12CC2 (stereo unspecified)	15	-4	0.6	43*	-70

# Other structures
SMILES,NALP3 yeast inh,APJ agonist,NR3A LBD binder,tim23-1 inh,beta cell repl,MPTP block,tim10-1 inh,TIM10 inh,APJ antag
Cc1ccc(C(C)C)c(OCC(=O)NNCC(=O)Nc2cccc(F)c2)c1,2,-4,-4,9,-5,2.9,-21,2,3
COC(=O)c1[nH]c2ccc(C)cc2c1NC(=O)Nc1ccc(OC)cc1,-4,4,-6,16,-4,3.3,4,-2,4
CSc1ncccc1C(=O)Nc1cc(C)ccn1,9,-1,-5,15,5,0.1,5,18,-2
COc1ccc(-n2c(COc3ccc(C)cc3)nnc2SCC(N)=O)cc1,6,0,-1,12,-1,2.3,17,3,-4
CCSc1nc2ccccc2n1C(=O)Oc1ccccc1,14,-7,4,4,-1,-0.3,16,8,24
COCCNC(=O)CN1CCC(NC(=O)C(C)(C)C)CC1,18,0,0,4,-2,-2.1,-17,-10,-29
CSc1nc(N2CCOCC2)nc2ccc(C)cc12,48,-5,-1,40,2,-0.8,28,-14,14
CCN(CC)c1ccc(/C=N/NC(=O)CC(C)C)cc1,-3,0,1,26,2,0.1,18,-2,-8
Cc1onc(-c2ccccc2)c1CNC(=O)C1COc2ccccc2O1 (stereo unspecified),4,-4,1,13,1,0.2,-19,6,13
CSc1ccccc1NC(=O)C1CCCO1 (stereo unspecified),3,-6,-2,-12,3,-1.0,9,-4,18
COc1ccccc1C(=O)C1CCCN(C(=O)c2cn3cc(Cl)ccc3n2)C1 (stereo unspecified),13,1,1,20,1,-2.2,-4,-7,-10
CC(C)S(=O)(=O)C1=NSC2=NC(=O)/C(=C\c3ccc(OC(=O)c4ccco4)cc3)C(=N)N21,12,-2,2,18,-1,-1.9,4,10,16
O=C(Nc1cccc(C(=O)NC2CC2)c1)c1ccc(Cl)c(S(=O)(=O)N2CCOCC2)c1,6,-1,0,9,-1,0.2,7,0,-3
CCOC(=O)c1ccc(S(=O)(=O)N2CCN(CC(=O)NC(=O)NC3CCCCC3)CC2)cc1,-6,-7,0,11,-2,3.2,44*,16,-4
Cc1ccc(C(=O)NCc2cccc(C(F)(F)F)c2)cc1S(=O)(=O)N1CCCCC1,-7,-2,.,-6,-2,1.1,8,3,1
CCOC(=O)/C(C#N)=C/C=C1\C=Cc2ccccc2N1CC,36,-1,8,11,-2,2.2,16,15,21

# Compound activity: PubChem BioAssay, Sanford-Burnham Center for Chemical Genomics
